Compound activity deposited in PubChem BioAssay by several laboratories.
WT yeast gro inh: growth inhibition of WT strain, primary screen, mitochondrial fusion inhibitor project, WT and mutant strains, chemical genetic. mitochondrial fusion phenotypic screen. inhibition, % at 10 µM. 2.1% of 190,000 active. AID 1362, 2008; in the data active = inhibition above about 58%; tested in S. cerevisiae
Hep lipid drop: inhibitors of hepatocyte lipid droplet formation, primary screen, imaging, high-throughput imaging, BODIPY stain; AML12 mouse hepatocytes, oleate lipid droplets; inhibition, % at 6.5 µM; 0.4% of 240,000 active; AID 1656, 2009;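 active = lipid droplet intensity inhibited by at least 50%, with more than 500 cells counted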
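Assay system: AML12 mouse liver cells | Compound dosing: One dose, 6.5 µM compound | Read-out basis: Droplet intensity reduction, % inhibition | Measured by: Fluorescence imaging, 20x objective, two fields per well | Schedule: Overnight treatment with compound plus oleate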
MT stabilizer: microtubule stabilizers in HeLa cells, primary screen, imaging, high-content imaging. HeLa tubulin immunostaining HCS, 24 h; share of cells brighter than vehicle mean+2SD. % tubulin-high responders, % at 10 µM. AID 2205, 2009. 0.83% of 200,000 active;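 active = plate Z-score above 3 for both tubulin-high and condensed-nucleus cell shares, with cell loss under 80%, at 10 µM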;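 also: anti alpha tubulin signal scored within the nucleus-defined area of each cell; some results filed as inactive read as strong as hits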
Dynein cargo inh: inhibitors of GR-EGFP nuclear translocation, primary screen, dynein cargo transport inhibitor project, imaging, high-content, 3617.4 mouse cells. test concentration mostly 20 µM; stimulated with dexamethasone, 1 µM; active compounds read low. z-score, hits read low. 0.47% of 220,000 active. AID 1381, 2008;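 active = plate z-score of nuclear minus cytoplasmic receptor signal below a set negative limit, without overly bright fluorescence or cell loss, cut at about -3.5 in these data, passing the limit was not always enough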;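 also: z-score of nuclear minus cytoplasmic ring GR-EGFP intensity difference per well; some compounds called inactive have numbers as strong as hits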
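Also added: dexamethasone, 1.0 µM final. Medium: tet-free, stripped-serum medium. Detection: fixed, Hoechst-stained cells imaged at 10x for EGFP. Read-out: nuclear-to-cytoplasmic GR-EGFP distribution per well. Times: induction 48 h, compound 1 h, agonist 30 min.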
CSM14.1 death rescue: rescue of cells from ER stress-induced death, primary screen, 384-well, CSM14.1, thapsigargin, ATP luminescence (AID 1222); CSM14.1 thapsigargin-induced death rescue, ATP luminescence; higher % means a stronger effect; cellular ATP content (survival), % at 20 µM; hits with a dose series show EC50 in µM; 190,000 tested, under 10 active;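 active = EC50 below 50 µM in the dose-response confirmation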;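 also: death triggered by thapsigargin at about 15 µM added after 2 h compound pretreatment; cell ATP read after overnight thapsigargin exposure of roughly 18 to 22 hours; normalized against plate controls of thapsigargin alone and 5% DMSO vehicle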
XIAP antagonists: XIAP antagonists, biochemical, IAP family, fluorescence polarization (AID 1018) | E3 ubiquitin-protein ligase XIAP (Homo sapiens) | XIAP BIR domain, fluorescence polarization peptide displacement; higher % means a stronger effect | displacement, % at 20 µM, or IC50 in µM where a hit was titrated | 0.007% of 200,000 active; in the data active = displacement above about 50%; also: a part of the inactive calls stands beside numbers as strong as those of hits
Insulin prom up: insulin promoter activators in MIN6 cells, imaging, high-content screening, mouse beta cells. 0.3% of 190,000 active. AID 1625, 2009. z-score at 5 µM. MIN6 insulin promoter-GFP reporter; active compounds read high;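 active = z-score above 3 at 5 µM with at least 500 cells counted in the well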
bCat nuc transl: modulators of beta-catenin nuclear translocation, primary screen, imaging, HeLa cells, immunofluorescence, high-content; nuclear translocation activity, % at 5 µM; 0.3% of 190,000 active;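 active = nuclear translocation activity above 50% at 5 µM, with a well cell count of 50 or more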;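 also: per-cell ratio of nuclear to cytoplasmic median beta-catenin stain intensity; plate controls were DMSO negative control for no effect and GSK-3 inhibitor IX positive control for full effect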
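Test system: human HeLa cells, native beta-catenin. Compound dosing: 5 µM primary single dose, 0.1% DMSO, 0.02–20 µM confirmation series. Incubation: compound exposure 24 h at 37°C. Detection: beta-catenin immunostaining with DAPI counterstain, 20x imaging, 6 fields/well. Read-out basis: Nuclear/cytoplasmic beta-catenin signal ratio, % activation.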
Autophagy HCS: autophagy modulators in MEF cells, primary screen, imaging, high-content, MEF GFP-LC3 | MEF GFP-LC3 puncta imaging; test concentration mostly 10 µM | calls only at 10 µM (by protocol) | 0.98% of 190,000 active | AID 463193, 2010;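 active = percentage of spot-positive cells more than 3 SD above its plate mean, without a fluorescence outlier flag or 80% toxicity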;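 also: spot-positive cell cutoff set from DMSO-treated cells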
WT yeast gro inh mutant strain: further read-out of WT yeast gro inh, marked with its call; inhibition, %; mitochondrial fusion phenotypic screen, mutant strain inhibition
Dynein cargo inh cytoplasmic EGFP: further read-out of Dynein cargo inh, marked with its call; z-score; measured here: cytoplasmic GR-EGFP intensity; active compounds read high
Dynein cargo inh nuclear GR-EGFP: further read-out of Dynein cargo inh, marked with its call; z-score; measured here: nuclear GR-EGFP intensity;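 lower value marks the stronger effect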
Dynein cargo inh cell count: further read-out of Dynein cargo inh, marked with its call; z-score; measured here: cell count per field
Insulin prom up cell count: recorded beside Insulin prom up, whose call it bears; cell count; measured here: cytotoxicity, nuclei count;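 total cells summed across four imaged fields per well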
Hep lipid drop cells 6.5 µM: further read-out of Hep lipid drop, marked with its call; cell count; measured here: cell count, cytotoxicity flag;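 cells counted across two imaged fields per well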
bCat nuc transl cell count 5 µM: also measured in bCat nuc transl; calls as there; cell count; measured here: cell count, cytotoxicity flag
MT stabilizer Hoechst-high %: also measured in MT stabilizer; calls as there; % Hoechst-high responders; measured here: nuclear condensation Hoechst responders;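 share of cells brighter than vehicle mean plus two SD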
MT stabilizer cytotoxicity %: further read-out of MT stabilizer, marked with its call; toxicity, %; measured here: cytotoxicity by cell density;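 0% = mean cell density of plate MIN control wells and 100% = no cells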
Autophagy HCS cell loss 18 h: second read-out of Autophagy HCS, no call of its own (marks repeat the call); toxicity, %; measured here: cell loss, nuclei count;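 cell loss after 18 h compound exposure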
* hit, by the source's call; i = inactive; . = no result given.

Value order: WT yeast gro inh	WT yeast gro inh mutant strain	Hep lipid drop	Hep lipid drop cells 6.5 µM	MT stabilizer	MT stabilizer Hoechst-high %	MT stabilizer cytotoxicity %	Dynein cargo inh	Dynein cargo inh cytoplasmic EGFP	Dynein cargo inh nuclear GR-EGFP	Dynein cargo inh cell count	CSM14.1 death rescue	XIAP antagonists	Insulin prom up	Insulin prom up cell count	bCat nuc transl	bCat nuc transl cell count 5 µM	Autophagy HCS	Autophagy HCS cell loss 18 h
COC(=O)c1ccccc1NC(=O)CN1CCC(NC(=O)c2ccc(C)cc2)CC1
 : 6.7	-7.3	-11.2	706	5.5	2.3	4.0	-0.113	0.92	0.458	-1.07	-1.3%	-3.4%	0.96	845	-2.0	1163	i	7.3
CCCCCCCCC(=O)NNC(=O)c1c(O)c2ccccc2n(CC)c1=O
 : 1.4	3.6	-8.9	680	1.7	2.8	8.1	-0.1	-0.253	0.189	0.221	-0.4%	-5.6%	-0.27	1523	-0.5	1101	i	-13.6
COc1ccccc1Nc1nc(-c2sc(NC(=O)c3ccccc3)nc2C)cs1
 : 9.6	1.7	.	.	2.0	2.0	10.5	0.629	-0.33	0.548	-0.506	2.9%	-28.7%	-0.81	1530	0.6	1391	i	-2.9
CCCCn1c(N)c(-c2nc3ccccc3s2)c2c([N+](=O)[O-])nn(C)c(=O)c21
 : 2.7	5.5	5.8	768	1.4	1.7	4.9	0.262	1.21	0.64	0.646	-2.3%	0.1%	.	.	-12.1	1205	i	-2.3
Cc1cc(C)c(C#N)c(Sc2ccc(N)cc2)n1
 : -6.6	-12.8	2.5	561	3.4	3.0	2.2	-0.492	-0.325	-0.247	0.0863	0.4%	-9.6%	0.14	1323	-4.6	551	i	2.5
CCCC(=O)Nc1ccc(C(=O)Nc2cccc(OC)c2)cc1
 : -3.4	-17.1	22.6	685	2.9	3.1	4.1	-0.441	-0.318	-0.596	0.46	-0.3%	-4.9%	0.24	1161	-0.5	905	i	6.3
CC1CC(C)CN(C(=O)CSc2ccsc2[N+](=O)[O-])C1 (stereo not drawn)
 : 8.1	-1.8	4.4	732	3.3	1.4	2.3	3.2	0.544	1.74	-1.43	3.5%	-8.3%	.	.	-1.2	1056	i	-18.5
CC1=C(C)CC(C(=O)Nc2cccc([N+](=O)[O-])c2)C(C(=O)O)C1 (stereo not drawn)
 : -27.8	17.0	-4.4	589	3.2	2.8	6.0	-0.52	-0.32	-0.593	0.812	-1.9%	-2.3%	0.33	1315	.	.	i	-7.9
CC1(C)CC(=O)C2=C(C1)OC(N)=C(C#N)C2CCc1ccccc1 (stereo not drawn)
 : -7.0	-4.7	13.1	750	2.7	2.6	10.1	1.01	-0.105	0.459	-0.719	-0.3%	-2.2%	0.06	1201	-1.6	1215	i	15.2
Cc1nc2sccn2c(=O)c1CCN1CCC(=C(c2ccc(F)cc2)c2ccc(F)cc2)CC1
 : 79.2*	71.8*	-30.3	743	1.3	2.5	10.6	-1.12	-0.226	-0.391	1.21	9.8%	-3.7%	.	.	2.7	596	i	19.1
O=c1cc(CSc2nc3ccccc3c(=O)[nH]2)c2ccc(O)cc2o1
 : 12.5	-0.5	5.4	642	4.6	2.9	3.0	0.431	-0.314	0.902	-0.425	-4.6%	-6.5%	-0.13	1501	2.3	872	i	3.9
Cc1cccc(NC(=O)c2cccc(Cn3cc(Br)c([N+](=O)[O-])n3)c2)c1C
 : -10.0	68.8	.	.	4.5	1.6	5.9	-0.0293	-0.22	-0.193	0.202	-1.0%	-6.8%	0.21	1255	-1.2	1422	i	18.0
CCCC12CN3CCN(CC(C3)/C1=N\NC(=O)c1ccc(F)cc1)C2
 : -13.3	-9.4	-8.9	643	2.2	1.5	4.9	0.967	-0.321	0.514	-0.247	-1.1%	-4.3%	-0.1	1199	2.1	1001	i	5.8
CSc1nc2ccccc2nc1N(C)S(=O)(=O)c1ccc(C)cc1
 : .	.	-10.4	786	.	.	.	-0.539	-0.171	-0.132	0.721	.	.	-0.04	951	-0.4	1357	.	.
COc1cc(S(=O)(=O)N(C)C)ccc1Br
 : -5.5	9.2	-8.5	755	3.6	2.1	8.6	0.0831	-0.227	-0.0168	1.08	0.3%	-0.9%	0.1	835	-0.8	1170	i	-6.7
CCCn1c(=N)c(S(=O)(=O)c2ccccc2)cc2c(=O)n3ccccc3nc21
 : .	.	-15.1	673	.	.	.	-0.274	-0.262	-0.18	0.0751	.	.	-1.13	1342	-1.7	1186	.	.
NNC(=O)C1=NOC(CNc2ncc(C(F)(F)F)cc2Cl)C1 (stereo not drawn)
 : 0.8	12.2	5.1	810	1.4	1.6	6.3	1.12	0.171	1.08	-0.847	-0.4%	-4.9%	.	.	9.8	887	i	-3.6
Nc1cc(OC(=O)c2cccs2)nn1S(=O)(=O)c1ccc(F)cc1
 : -17.6	1.2	.	.	4.6	1.5	7.6	0.0396	-0.225	0.186	-0.73	-1.3%	-1.3%	1.09	1596	-1.2	1381	i	8.1
NC(=O)COC(=O)c1ccc(S(=O)(=O)NCc2ccco2)cc1
 : -13.3	2.8	9.9	689	4.5	2.6	11.1	0.312	-0.361	0.456	0.812	1.5%	-1.2%	0.04	1142	1.5	1053	i	13.8
O=C(/C=C/c1ccccc1[N+](=O)[O-])OCC(=O)c1ccccc1
 : -8.1	-4.7	-18.4	668	1.9	1.7	4.6	-0.564	-0.229	-0.22	0.392	-0.2%	-8.7%	0.86	1544	-3.9	946	i	11.7
COC(=O)c1c(C)[nH]c(C(=O)/C=C/c2cccc(Cl)c2)c1C
 : 15.1	-2.6	4.7	628	4.6	2.6	5.9	-0.881	-0.245	-0.243	3.21	-0.7%	-11.9%	0.32	1294	1.9	1046	i	1.5
COc1ccc(OCC(=O)N2CCN(C(=O)c3cccc4ccccc34)CC2)cc1
 : -6.2	-20.2	7.0	687	2.3	1.4	6.4	-0.692	-0.252	-0.355	1.6	-2.5%	0.0%	-0.69	1311	.	.	i	-12.6
COc1ccc(/C=C/C(=O)OCC(=O)Nc2cc(S(=O)(=O)N(C)C)ccc2Cl)cc1
 : -4.5	-5.6	12.0	694	3.1	2.4	5.1	-0.401	-0.147	0.238	0.208	-0.5%	-6.9%	0.28	1295	12.0	874	i	-7.4
CCc1ccc(CN2CCN(C(=O)c3cccc(OC)c3OC)CC2)cc1
 : -3.3	-1.4	2.4	822	2.3	1.8	4.9	-1.25	-0.264	-1.18	0.235	-2.9%	-5.0%	-0.33	972	-2.4	1227	i	-4.6
CCn1c2ccccc2c2cc(CN3CCN(S(C)(=O)=O)CC3)ccc21
 : 7.1	2.8	-4.7	569	2.6	1.9	11.1	-0.143	-0.285	-0.0774	1.04	1.6%	-4.0%	-0.16	1326	0.5	1051	i	15.3
COc1cc(NC(=O)COC(=O)/C=C/c2c(C)nn(-c3ccc(F)cc3)c2Cl)cc(OC)c1
 : 0.6	-6.0	-14.7	640	3.5	3.5	6.8	-0.971	-0.207	-0.702	0.446	-2.7%	-2.1%	0.53	1441	0.7	1080	i	5.5
CC1(C)CC(=O)C2=C(C1)Oc1ncn(CCO)c(=N)c1C2c1ccccc1 (stereo not drawn)
 : 5.0	12.0	.	.	5.3	2.3	10.2	0.0726	-0.318	0.392	-0.551	-1.5%	-1.2%	0.05	1262	-6.4	921	i	48.0
CCOC(=O)n1n[n+]([O-])c2ccccc21
 : -6.4	-6.9	12.6	635	3.7	3.4	7.0	0.145	0.00922	0.0966	-1.71	-1.3%	-6.0%	-0.11	1259	-4.0	582	i	-11.3
CCOC(=O)Cc1csc(NC(=O)c2csc(C)c2)n1
 : 2.6	4.7	-4.6	629	1.8	2.1	3.8	-0.551	-0.234	-0.346	0.554	-1.4%	-1.8%	0.1	1760	-1.2	1056	i	-1.9
Cc1cccc(-c2ncc(CN3CCCC(CO)(Cc4ccccc4C)C3)cn2)c1 (stereo not drawn)
 : 60.3*	46.3*	17.0	689	3.1	3.2	5.4	0.175	-0.111	-0.0954	0.085	-2.1%	-1.8%	3.13*	1481*	0.0	1159	i	-9.4
CCC(C)NC(=O)C(NS(=O)(=O)c1ccc2c(c1)c(=O)n(C)c(=O)n2C)c1ccccc1 (stereo not drawn)
 : 10.3	4.2	.	.	5.7	2.0	3.4	-0.2	-0.287	-0.106	0.474	-2.0%	-0.5%	1.43	934	.	.	i	-4.5
CCOC(=O)c1ccc(NC(=O)c2nn(C)cc2Br)cc1
 : 8.5	0.4	.	.	3.9	2.1	6.3	-0.0855	-0.201	0.106	-0.383	1.5%	-5.7%	1.52	1261	-3.3	947	i	-10.6
COc1cccc(OCc2nnc(SCC(=O)NCc3ccco3)n2CCc2ccccc2)c1
 : -6.2	0.3	.	.	1.6	1.1	11.0	-1.35	-0.0832	-0.685	0.513	2.4%	-4.3%	-0.4	1189	0.0	878	i	4.7
